KOR beta-arrestin-1: kappa opioid receptor blockers – cell-based, luminescence, uHTS (AID 1778); KOR beta-arrestin recruitment, luminescence, antagonist mode; higher % means a stronger effect; inhibition, % at 10 µM; hits with a dose series show IC50 in µM; 290,000 compounds, 0.091% hits; in the data active = inhibition above about 50%; note: strong numbers were not always called active
T cell modulator: T cell immune modulation candidate. 2C CD8+ T cell-vesicle binding, flow cytometry; active compounds read low. calls only at 7 µM. 330,000 compounds, 0.068% hits. AID 2052;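 active = response, share of CD8 T cells binding vesicles, and their 90th percentile fluorescence all below set limits, cut at about 80% in these data, passing the limit was not always enough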
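Benchmarks: naked versus QL9-loaded vesicles / Assay system: purified 2C TCR transgenic mouse naive CD8+ T cells / Technique: high-throughput flow cytometry with anti-B7-1 and anti-CD8 staining / Timing: Cell–vesicle co-incubation 1.5 h at 37 °C, staining 20 min on ice / Read-out: percent CD8+ FL2 mean versus row control / Probe or stimulus: QL9-loaded Drosophila micro-vesicles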
PhoP inhibition: PhoP-dependent GFP reporter repression – Salmonella Typhimurium, primary screen (AID 1863); S. Typhimurium PhoP-regulated promoter GFP reporter, 4 h; higher % means a stronger effect; 300,000 compounds, 0.16% hits; inhibition, % at 50 µM, or IC50 in µM where a hit was titrated;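 active = inhibition over 29.93%, a cutoff 3 SD above the screen mean, later confirmed by dose response; inconclusive = inhibition over 29.93% but no dose response follow-up; inactive = inhibition at most 29.93% or unconfirmed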;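 note: 0% = low Mg2+ inducing control and 100% = high Mg2+ repressing control; strong numbers were not always called active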
GPR35 antagonists: inhibition of zaprinast-stimulated GPR35 beta-arrestin translocation – imaging, U2OS, beta-arrestin-GFP, zaprinast agonist, primary screen (AID 2058); U2OS GPR35 beta-arrestin-GFP translocation imaging, zaprinast antagonism; higher % means a stronger effect; inhibition, % at 10 µM, or IC50 in µM where a hit was titrated; 290,000 compounds, 0.052% hits;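 active = inhibition of at least 50% with at least 30 cells and total cytoplasm GFP at most 10,000,000; inconclusive = under 30 cells or total GFP of 10,000,000 plus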
West Nile virus CPE: West Nile virus antiviral activity, cell-based, CPE readout (AID 1621); West Nile virus-infected cells, CPE inhibition; higher % means a stronger effect; one-dose CPE inhibition, % at 10 µM; IC50 in µM for titrated hits; 290,000 compounds, 0.02% hits; in the data active = a potency from the dose series; inconclusive = CPE inhibition mostly from about 3.7% at the one dose, without a potency; inactive = the rest, 99 in 100 with CPE inhibition below about 2.2%; note: strong numbers were not always called active
NTR1 agonist: agonists of NTR1, primary screen, imaging, U2OS cells, beta-arrestin-GFP, high content (AID 493036); P30989; NTR1-U2OS beta-arrestin-GFP spot imaging, agonist mode; activation, % at 20 µM; 330,000 compounds, 0.17% hits;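 active = activation at or above 40% of the spot to cytoplasm intensity ratio, with at least 20 cells analyzed; inconclusive = wells under 20 cells, flagged as cytotoxic or low count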;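 note: 0% = DMSO without peptide and 100% = 100 nM NTR1 peptide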
Target sequence (P30989 whole entry, looked up): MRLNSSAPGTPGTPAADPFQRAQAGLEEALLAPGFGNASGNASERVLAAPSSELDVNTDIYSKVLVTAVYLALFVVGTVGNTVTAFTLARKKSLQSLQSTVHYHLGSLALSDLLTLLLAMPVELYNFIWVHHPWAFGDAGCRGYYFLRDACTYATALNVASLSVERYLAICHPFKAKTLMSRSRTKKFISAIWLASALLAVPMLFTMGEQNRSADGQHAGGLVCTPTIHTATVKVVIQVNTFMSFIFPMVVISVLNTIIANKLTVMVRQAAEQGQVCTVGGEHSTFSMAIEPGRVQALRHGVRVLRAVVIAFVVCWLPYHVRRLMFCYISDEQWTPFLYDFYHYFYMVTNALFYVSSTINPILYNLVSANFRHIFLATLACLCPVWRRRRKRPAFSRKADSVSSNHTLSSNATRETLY
GPR55 beta-arrestin: GPR55 agonists via beta-arrestin recruitment, primary screen, imaging, U2OS cells, beta-arrestin-GFP redistribution (AID 1961). U2OS GPR55 beta-arrestin-GFP redistribution imaging; higher % means a stronger effect. 290,000 compounds, 0.048% hits. activation, % at 10 µM, or EC50 in µM where a hit was titrated;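 active = activation above 40% with more than 50 cells counted in the well; inconclusive = wells holding fewer than 50 cells, flagged as toxic or sparse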;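 note: U2OS osteosarcoma cells stably expressing GPR55 and beta-arrestin-GFP; plate controls were DMSO negative control for no effect and LPI positive control for full effect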
KOR beta-arrestin-2: kappa opioid receptor activators – cell-based, luminescence, uHTS, primary screen (AID 1777). KOR beta-arrestin recruitment, luminescence; higher % means a stronger effect. one-dose activation, % at 10 µM; EC50 in µM for titrated hits. 280,000 compounds, 0.02% hits; in the data active = activation above about 50%, passing the limit was not always enough; note: a part of the inactive calls stands beside numbers as strong as those of hits
GPR55 LPI antagonism: GPR55 antagonists blocking LPI-driven arrestin recruitment, primary screen, imaging, U2OS, beta-arrestin-GFP, LPI agonist (AID 2013); U2OS GPR55 beta-arrestin-GFP translocation imaging, LPI antagonism; higher % means a stronger effect; one-dose inhibition, % at 10 µM; IC50 in µM for titrated hits; 290,000 compounds, 0.13% hits;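 active = spots per cell inhibited over 60%, with over 100 cells counted and total cytoplasm intensity under 500,000; inconclusive = wells with under 100 cells, flagged as likely toxic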;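 note: U2OS cells stably carrying GPR55 and arrestin-GFP stimulated by 5 µM LPI near EC80; imaged beta-arrestin-GFP aggregate spots per cell after agonist stimulation; plate controls were LPI-stimulated DMSO wells for no effect and DMSO wells without LPI for full effect; some results filed as inactive read as strong as hits; confirmed hits need IC50 under 10 µM and bright autofluorescent wells are also inconclusive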
T cell modulator vesicle-bound %: recorded beside T cell modulator, whose call it bears; double positive events, %; measured here: CD8+ vesicle-bound cell fraction;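 binding gate set so that unloaded-vesicle control wells show 10% double positive cells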
NTR1 agonist cell count 20 µM: recorded beside NTR1 agonist, whose call it bears; cell count; measured here: cell count, cytotoxicity flag
The depositor's hits bear a star; i = inactive; ? = inconclusive; . = not tested or not shown; [ ] = remark or other dose. Hits appear at their usual frequency (roughly 0.62% active in at least one column).

SMILES	KOR beta-arrestin-1	T cell modulator	T cell modulator vesicle-bound %	PhoP inhibition	GPR35 antagonists	West Nile virus CPE	NTR1 agonist	NTR1 agonist cell count 20 µM	GPR55 beta-arrestin	KOR beta-arrestin-2	GPR55 LPI antagonism
COc1ccc(OC)c(NC(=O)N2CCCc3ccccc32)c1	-7%	i	60	-4%	-4%	-0.3%	1.0	51	-0.1%	3.8%	7%
Cc1ccc(/C=C2\SC(=S)N(CCCC(=O)Nc3ccccc3C(=O)O)C2=O)cc1	-19%	i	61	-2%	-10%	-0.7%	0.7	56	0.3%	2.2%	2%
CCOc1ccc(S(=O)(=O)NCC(=O)N(C)Cc2cccnc2)cc1	-41%	i	44	10%	1%	-0.3%	-0.9	36	-0.1%	-4.1%	-5%
COc1ccc(Nc2nc(C(=O)N3CCc4cc(OC)c(OC)cc4C3)cs2)cc1	-6%	i	56	5%	9%	1.7%	2.1	52	-0.1%	0.6%	-6%
COC(=O)c1cccc(C(=O)N2CCCC(C(=O)c3cc(F)ccc3F)C2)c1 (centres undefined)	-28%[20 µM]	i	9	-4%	3%	-1.6%	0.3	49	-0.1%	.	7%
COC(=O)COc1ccc(S(=O)(=O)N2CCOCC2)cc1C	24%	i	46	-12%	-8%	0.7%	1.3	89	-0.2%	-1.7%	-5%
COC(=O)C1=C(C(=O)OC)[C@@H]2N(Cc3ccccc3)c3ccccc3[C@@]23C[C@@H](C(=O)OC)N=C3N1	15%	i	34	5%	6%	-0.1%	1.0	58	-0.1%	1.4%	4%
NC(=O)C(c1ccc(Cl)cc1)c1ncc(C(F)(F)F)cc1Cl (centres undefined)	-6%	i	23	-2%	7%	-0.3%	-0.7	67	0.3%	-1.7%	2%
CCOc1ccc(NC(=O)c2ccc(NC(=O)c3cn4c5c(c(N6CCN(C)CC6)c(F)cc5c3=O)OCC4C)cc2)cc1 (centres undefined)	-8%	i	11	2.9µM*	25%	-0.4%	0.7	66	-0.2%	3.5%	20%
Cc1cnc(C(=O)Oc2ccc(-c3ccccc3)cc2)cn1	0%	i	30	13%	-1%	-0.3%	-1.2	58	0.2%	-1.3%	-4%
Cc1c(Cl)cccc1NC(=O)CN1CCN(CCN=CC2=C(O)CC(c3ccccc3)CC2=O)CC1 (centres undefined)	20%	i	62	-3%	-5%	-0.4%	-1.0	42	-0.3%	-3.7%	6%
O=C(NCc1ccccc1)c1n[nH]nc1-c1ccccc1O	14%	i	8	-7%	0%	0.8%	0.6	85	-0.2%	0.6%	-2%
CN(c1ccc(C(=O)Nc2cccnc2)cc1)S(=O)(=O)c1ccccc1	-9%	i	44	-3%	-1%	-0.5%	-1.1	59	0.2%	-1.1%	-8%
Cc1c(Br)c([N+](=O)[O-])nn1C(C)C(=O)N1CCCc2ccccc21 (centres undefined)	-13%	i	12	3%	18%	-0.4%	2.0	39	-0.2%	4.8%	-16%
CCOC(=O)N1CCC(N2CCCC(CO)(Cc3cccc(OC)c3)C2)CC1 (centres undefined)	-7%[20 µM]	i	63	8%	-10%	-1.0%	-2.2	84	-0.1%	.	10%
CCn1c(SCC(=O)N2CCCCC2)nc(O)cc1=O	-2%	i	63	31%	-8%	0.6%	1.9	55	-0.1%	0.3%	21%
COC(=O)c1cc(-c2ccccc2)n[nH]1	13%	i	23	1%	13%	0.1%	-1.4	91	-0.4%	-0.1%	-10%
COc1ccc(CCNC(=O)c2cc3c(=O)n4ccccc4nc3n(CCCN3CCOCC3)c2=N)cc1	-36%	i	18	1%	27%	?	3.2	56	-0.1%	-0.6%	-3%
N#Cc1ccc(CSc2nnc(-c3c[nH]c4ccccc34)n2-c2ccccc2)cc1	12%[20 µM]	i	21	4%	-12%	-1.5%	3.2	59	0.2%	-1.7%	7%
CC(Sc1nnc(-c2cccs2)n1-c1ccccc1)C(=O)NCc1ccco1 (centres undefined)	-5%	i	40	-5%	-3%	-0.2%	1.4	52	-0.1%	-0.9%	-1%
CCOC(=O)c1cc2ccc3ccccc3c2oc1=O	-54%[20 µM]	i	48	-7%	11%	-1.2%	2.4	57	-0.2%	3.2%	0%
COc1cccc(C2=NN(C(=O)CCCC(=O)O)C(c3cccs3)C2)c1 (centres undefined)	35%	i	30	2%	-7%	-0.1%	1.5	53	-0.1%	6.7%	14%
CN(C)S(=O)(=O)c1cccc(NC(=O)CNCc2ccccn2)c1	6%	i	14	-7%	-15%	-0.1%	0.2	65	0.2%	2.2%	-18%
Cc1ccc(C(C)C)cc1S(=O)(=O)NCc1ccccn1	20%	i	46	10%	21%	0.1%	0.0	66	-0.2%	-3.3%	8%
Cc1ccc(C(=O)Nc2ccc3c(c2)C(=O)NC3=O)cc1	-33%[20 µM]	i	20	.	-1%	0.0%	1.4	37	-0.1%	-3.2%	-8%
The results go on:
SMILES	KOR beta-arrestin-1	T cell modulator	T cell modulator vesicle-bound %	PhoP inhibition	GPR35 antagonists	West Nile virus CPE	NTR1 agonist	NTR1 agonist cell count 20 µM	GPR55 beta-arrestin	KOR beta-arrestin-2	GPR55 LPI antagonism
Cc1nc2ccccc2n1CC(O)Cn1c(C(F)(F)F)nc2ccccc21 (centres undefined)	5%	i	59	-14%	-1%	-0.4%	-0.8	40	-0.2%	1.0%	7%
NS(=O)(=O)c1ccccc1NC(=S)Nc1ccccc1S(N)(=O)=O	8%	i	48	6%	9%	-0.1%	-0.6	97	0.6%	-4.3%	-11%
Cc1[nH]c2ccccc2c1CCNC(=O)c1ccc2nccnc2c1	-39%[20 µM]	i	26	-5%	12%	0.3%	1.1	67	0.0%	-4.7%	8%
Cn1ncc(Br)c1C(=O)OCC(=O)Nc1nc(-c2ccccc2)cs1	-30%	i	39	-1%	-10%	-0.1%	-1.0	55	-0.3%	2.9%	2%
CCOC(=O)N1CCC(Nc2c([N+](=O)[O-])cc(C(=O)O)cc2[N+](=O)[O-])CC1	-4%	i	33	-1%	-10%	0.4%	-1.0	80	-0.3%	3.5%	-5%
Cc1cc2ncn(/N=C/c3ccc4c(c3)OCO4)c2cc1C	-43%	i	24	-1%	-6%	-0.2%	17	59	0.2%	6.7%	-42%
O=C(Oc1ccc(/C=N/Nc2ccccc2)cc1)c1ccccc1	-41%	i	34	8%	6%	-0.1%	0.8	85	-0.1%	4.0%	-9%
Cc1nc2sc(C(c3ccccc3)N3CCOCC3)c(O)n2n1 (centres undefined)	19%	i	14	-2%	-8%	-0.2%	-0.9	62	0.2%	2.0%	9%
CCOc1ccc(S(=O)(=O)N(C)CC(=O)N2CCCC2)cc1	-12%	i	54	8%	-6%	-0.7%	-0.5	53	-0.2%	0.5%	-8%
CCCCSc1nnc([C@H](C)NC(=O)OC(C)(C)C)o1	-31%	i	9	10%	12%	-0.8%	3.1	51	-0.1%	-1.5%	17%
CCSc1ccccc1C(=O)Nc1nncs1	10%	i	10	19%	9%	0.7%	-2.2	76	-0.2%	-4.0%	0%
Cc1noc(C)c1C(=O)OCC(=O)NC1CC1	-57%	i	19	2%	8%	0.2%	-1.1	67	-0.2%	-7.7%	9%
Cc1cc(NC(=O)CSc2nnc(-c3ccc(Cl)s3)o2)no1	-27%	i	17	-5%	5%	0.2%	1.5	54	-0.3%	-2.6%	1%
CC(=O)c1cccc(Nc2ccc(-c3ccccc3F)nn2)c1	-27%	i	41	4%	9%	-0.6%	5.0	68	-0.4%	4.7%	2%
O=C(N=Nc1c(O)[nH]c2ccccc12)c1ccc(CN2CCOCC2)cc1	-8%	i	51	-5%	14%	-0.1%	0.7	39	-0.4%	-1.7%	-14%
Cn1c(=O)[nH]c(=O)c2c1nc(Br)n2CC(O)COc1ccccc1 (centres undefined)	-36%	i	54	-8%	23%	0.1%	-1.6	38	-0.1%	9.1%	0%
CCN(CC)c1ccc(NC(=O)CN(C)Cc2cccs2)cc1	-39%	i	28	9%	23%	-0.2%	2.0	51	0.1%	-0.8%	9%
O=C(NCCc1ccccn1)c1n[nH]c(=O)c2ccccc12	9%	i	50	8%	1%	0.3%	3.7	111	-0.2%	-4.4%	7%

By substructure, the compounds so far containing an aryl thioether with sulfur outside any ring
SMILES	KOR beta-arrestin-1	T cell modulator	T cell modulator vesicle-bound %	PhoP inhibition	GPR35 antagonists	West Nile virus CPE	NTR1 agonist	NTR1 agonist cell count 20 µM	GPR55 beta-arrestin	KOR beta-arrestin-2	GPR55 LPI antagonism
CCn1c(SCC(=O)N2CCCCC2)nc(O)cc1=O	-2%	i	63	31%	-8%	0.6%	1.9	55	-0.1%	0.3%	21%
N#Cc1ccc(CSc2nnc(-c3c[nH]c4ccccc34)n2-c2ccccc2)cc1	12%[20 µM]	i	21	4%	-12%	-1.5%	3.2	59	0.2%	-1.7%	7%
CC(Sc1nnc(-c2cccs2)n1-c1ccccc1)C(=O)NCc1ccco1 (centres undefined)	-5%	i	40	-5%	-3%	-0.2%	1.4	52	-0.1%	-0.9%	-1%
CCCCSc1nnc([C@H](C)NC(=O)OC(C)(C)C)o1	-31%	i	9	10%	12%	-0.8%	3.1	51	-0.1%	-1.5%	17%
CCSc1ccccc1C(=O)Nc1nncs1	10%	i	10	19%	9%	0.7%	-2.2	76	-0.2%	-4.0%	0%
Cc1cc(NC(=O)CSc2nnc(-c3ccc(Cl)s3)o2)no1	-27%	i	17	-5%	5%	0.2%	1.5	54	-0.3%	-2.6%	1%

Source: PubChem (several laboratories)
